# Screens deposited in PubChem BioAssay by National Center for Advancing Translational Sciences (NCATS).
# TDP-43 yeast inh = TDP-43 toxicity inhibition in yeast; TDP-43 expressing yeast growth rescue, BacTiter-Glo, 24 h; Potency, µM (titrated, usually from 46.1 µM), without a hit: at the top dose growth rescue (activation), usual class: activators; 410,000 tested, 1.8% active; further: potency means the concentration at half of the fitted maximal effect; % of control where 0% means no effect; nearly all actives have a fitted effect of over 50% in size
#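 Readout is BacTiter-Glo luminescence of cell growth, so inhibitors register as activators. TDP-43-expressing yeast at OD600=0.02 in galactose medium, after raffinose pregrowth to mid-log, were incubated with compound for 24 hr at 30 deg C.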
# GLP-1R agonist = agonists of human GLP-1 receptor; Potency, µM (titrated, usually from 45.6 µM), inactives show top-dose activation, usual class: activators; P43220; AID 624172; HEK293 GLP-1R CRE-luciferase, luminescence, 4-6 h; cells express a hypersensitive GLP-1R form; 380,000 tested, 0.007% active; further: potency means the concentration at half of the fitted maximal effect; % of control where 0% means no effect
# Target sequence (P43220 whole entry, looked up): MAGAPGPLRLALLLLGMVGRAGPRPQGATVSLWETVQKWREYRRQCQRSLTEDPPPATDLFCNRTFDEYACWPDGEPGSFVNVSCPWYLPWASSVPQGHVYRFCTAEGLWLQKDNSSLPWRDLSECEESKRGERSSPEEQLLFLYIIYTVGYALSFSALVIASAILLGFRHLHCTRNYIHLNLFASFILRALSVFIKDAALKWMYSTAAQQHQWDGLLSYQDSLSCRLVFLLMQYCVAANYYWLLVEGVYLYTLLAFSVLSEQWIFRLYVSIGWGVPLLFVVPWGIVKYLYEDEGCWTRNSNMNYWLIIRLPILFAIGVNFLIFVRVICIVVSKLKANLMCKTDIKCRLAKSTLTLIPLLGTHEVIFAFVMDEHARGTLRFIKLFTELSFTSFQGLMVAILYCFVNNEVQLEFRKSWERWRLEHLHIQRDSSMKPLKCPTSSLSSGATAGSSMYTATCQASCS
# FUS yeast rescue = suppressors of FUS proteinopathy in yeast; S. cerevisiae FUS-expressing, growth rescue, OD600, 24 h; Potency, µM (titrated, usually from 76.6 µM), for the others: at the highest dose growth rescue (activation), hits mostly activators; 390,000 tested, 0.24% active;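 further: potency means the concentration at half of the fitted maximal effect; plate controls were DMSO vehicle for no effect and reference control for full effect; nearly all actives have a fitted effect of over 55% in size; some results filed as inactive show a strong effect at the top dose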
#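 Yeast expressing FUS under galactose induction, OD 0.005 in 2% galactose medium; compounds in a dilution series, 24 h at 30C. Growth rescue by absorbance at 600 nm; CP55940 positive control, DMSO negative.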
# Akt phos inh = inhibitors of Akt phosphorylation; 360,000 tested, 0.32% active; activity change, % for hits at 50 µM; AID 651550; Neuro2A IGF-stimulated pAkt S473 HTRF, 20 min; active compounds read low; in the data active means activity change below about -80%; inconclusive means mostly about -51% to -80%; further: on the % scale 0 is the no-effect control and ±100 the full control effect
#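 Single-point screen (50 µM final compound) in Neuro2A cells stimulated 20 min with 6 nM IGF at 37 deg C. After lysis, Ser473-phosphorylated Akt read by HTRF (ex 330 nm, em 615/665 nm) as the 665/615 ratio.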
# Abeta yeast res = A-beta toxicity reversal in yeast; yeast expressing A-beta42, growth rescue, OD600, 48 h; response scale: 0% DMSO, 100% iron-clioquinol control; Potency, µM (doses to about 46.1 µM), without a hit: at the highest dose growth rescue, most hits filed as activators; 410,000 tested, 0.063% active; AID 1347071; further: potency means the concentration at half of the fitted maximal effect; nearly all actives have a fitted effect of over 55% in size
#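 Growth rescue measured by 600 nm absorbance after 48 h yeast culture at 30 C with compound. Values normalized between DMSO and an equimolar ferric chloride plus clioquinol control.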
# GLP1R inv ag = acts as inverse agonist at human GLP-1 receptor; HEK293 GLP-1R CRE-luciferase, luminescence, 24 h; GLP-1R form is constitutively active; Potency, µM (top dose mostly 38.3 µM), without a hit: top-dose activity change, negative = inhibition, most hits filed as inhibitors; 410,000 tested, 1.6% active; AID 624417; further: potency means the concentration at half of the fitted maximal effect; on the % scale 0 is the no-effect control and ±100 the full control effect; nearly all actives have a fitted effect of over 55% in size
#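 Readout was luciferase luminescence, measured 12 min after detection reagent at room temperature. Beforehand, GLP-1R reporter HEK293 cells had sat 12 h, then received compounds for 24 hr at 37 deg C.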
# D3 antag = antagonists of human D3 dopamine receptor; max response, negative = inhibition, %; D3R cells, DiscoveRx beta-arrestin luminescence, antagonist mode; active compounds read low; P35462; 360,000 tested, 2.5% active; in the data active means max response below about -50%; inconclusive means no clear call, values can overlap the other calls; further: on the % scale 0 is the no-effect control and ±100 the full control effect; mostly tested at two doses, the higher about 12 µM
#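 Cells expressing the human receptor were seeded at 1500 cells/well, incubated overnight at 37 degrees C in 5% CO2, then exposed to library compounds with dopamine controls for 90 minutes at 37 degrees C before luminescent detection.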
# PTHR1 ag = agonists of human PTHR1 parathyroid hormone receptor. HEK293 GP2 PTHR1 cells, GloSensor cAMP luminescence, 1 h. Potency, µM (series often up to 115 µM), for inactives: at the highest dose activation, usual class: activators. 410,000 tested, 0.075% active; further: potency means the concentration at half of the fitted maximal effect; nearly all actives have a fitted effect of over 55% in size; some results filed as inactive show a strong effect at the top dose; inactives centre near -15; many of its hits are not listed in these tables
# Target sequence (Q03431 whole entry, looked up): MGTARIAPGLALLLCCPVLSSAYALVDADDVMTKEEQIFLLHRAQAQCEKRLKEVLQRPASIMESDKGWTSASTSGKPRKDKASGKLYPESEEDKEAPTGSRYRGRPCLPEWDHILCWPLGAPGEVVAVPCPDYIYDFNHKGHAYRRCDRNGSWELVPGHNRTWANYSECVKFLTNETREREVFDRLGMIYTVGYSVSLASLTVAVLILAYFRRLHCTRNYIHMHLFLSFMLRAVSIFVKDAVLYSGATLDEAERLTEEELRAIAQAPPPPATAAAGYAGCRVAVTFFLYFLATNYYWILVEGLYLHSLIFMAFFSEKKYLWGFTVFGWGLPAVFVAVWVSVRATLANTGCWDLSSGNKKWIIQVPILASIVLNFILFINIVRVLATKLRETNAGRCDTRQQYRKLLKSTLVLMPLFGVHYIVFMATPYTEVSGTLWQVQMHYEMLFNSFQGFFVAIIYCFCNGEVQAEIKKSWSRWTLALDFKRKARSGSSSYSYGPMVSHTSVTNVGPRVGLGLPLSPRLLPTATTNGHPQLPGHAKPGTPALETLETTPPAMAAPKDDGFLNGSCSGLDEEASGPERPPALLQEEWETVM
#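 HEK-293-derived GP2 cells expressing PTHR1 and a GloSensor cAMP reporter, 3,000/well, plated overnight, given luciferin plus IBMX (each 0.5 mM as added) for 1 h at 37 °C, then compound for 1 h at 37 °C. Luminescence was read after 15 min at room temperature.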
# aSyn yeast inh = alpha-synuclein toxicity inhibition in yeast; Potency, µM (series often up to 46.1 µM), for the others: at the highest dose growth rescue (activation), most hits filed as activators; 370,000 tested, 0.14% active; AID 652106; Yeast expressing alpha-synuclein, growth rescue, BacTiter-Glo, 24 h; further: potency means the concentration at half of the fitted maximal effect; % of control where 0% means no effect; nearly all actives have a fitted effect of over 65% in size
#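 Readout is rescue of growth in alpha-synuclein-expressing yeast, so inhibitors of toxicity appear as activators. Growth after 24 hr at 30 deg C in galactose medium is quantified by luminescence.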
# * = called active by the depositor; i = inactive; ? = inconclusive; . = no result given; [ ] = another dose, or the depositor's remark. Unless noted, the call rests on the fitted dose curve; in most records, active means well fitted curve in the direction sought with a large enough effect; inconclusive means small, poorly fitted or top-dose-only effect, or another doubt; inactive means no such curve, though single readings can be large; an effect the other way counts as inactive or inconclusive. An excerpt, so the mix of outcomes need not match the whole.
SMILES,TDP-43 yeast inh,GLP-1R agonist,FUS yeast rescue,Akt phos inh,Abeta yeast res,GLP1R inv ag,D3 antag,PTHR1 ag,aSyn yeast inh
CC(C)C[C@H](NC(=O)NCc1ccccc1Cl)C(=O)O,-4%,-7%,17%,i,3%,35%[activator],5,i,1%
Cc1ccc(-c2csc(NC(=O)C3CSC4(C)CCC(=O)N34)n2)cc1 (configuration not stated),-6%,4%,.,i,-14%,-11%,-11,-2%,-1%
COc1cc(/C=N/O)cc(Br)c1OC,?,0%,.,i,-5%,23%,-7,i,-1%
CCOc1ccccc1-c1noc(CCC(=O)NC2CCCCC2)n1,-3%,5%,17%,i,2%,-19%,4,i,0%
Fc1cccc(F)c1-n1c(CN2CCCC2)csc1=S,3%,35%,20%,i,-2%,?,-28,-2%,-10%
CCOc1ccc(OCC(=O)OCC(=O)Nc2ccc3[nH]c(=O)[nH]c3c2)cc1,-1%,-26%,-3%,i,6%,14%,-14,-20%,-7%
CCOC(=O)C(=O)NC(C)c1ccccc1 (configuration not stated),-7%,4%,-4%,i,1%,14%,2,i,4%
Cc1c(C(=O)Nc2nonc2-c2ccc(F)cc2)oc2ccc(F)cc12,-11%,-2%,10%,i,3%,?,16,-20%,-5%
CN(C)S(=O)(=O)c1ccc(C(=O)OCC(=O)c2ccc(OC(F)F)cc2OC(F)F)cc1,15%,-1%,?,i,17%,7%,-3,i,-5%
CCOC(=O)[C@H]1[C@H]2COc3ccccc3[C@@H]2N2C(=O)c3ccc(Cl)cc3NC(=O)[C@@]12C,1%,3%,-34%,i,5%,5%,-6,-13%,-4%
CN(C(=O)COC(=O)c1nc(Cl)ccc1Cl)C1CCS(=O)(=O)C1 (configuration not stated),15%,-6%,7%,i,-1%,9%,4,i,1%
Cn1c(NC(=O)c2ccc(Cl)s2)cc(=O)n(C)c1=O,0%,9%,12%,i,-4%,27%,-5,-3%[57.5 µM],-4%
COc1ccc(-n2c(SCC(N)=O)nc3nc4c(cc3c2=O)COC(C)(C)C4)cc1,15%,-1%,.,i,7%,0%,-23,i,6%
N#C/C(=C\c1ccc[nH]1)C(=O)Nc1ccccc1[N+](=O)[O-],18%,5%,23%,i,-1%,7%,1,i,2%
Cc1ccc2c(c1)C1(OCCCO1)C(=O)N2CC#N,-2%,0%,-16%,i,-11%,16%,0,10%,-5%
O=C(NCCc1ccccc1)c1nc(-c2ccc(Cl)cc2)n2c1CCCCC2,?,.,?,.,-18%,?,.,-1%,.
Cc1ccccc1OCC(=O)NC1=NCCS1,11%,-13%,-1%,i,12%,?,5,0%[57.5 µM],-12%
Nc1c(S(=O)(=O)c2ccccc2)cnc2c(-c3ccc(F)cc3)cnn12,-5%,16%,?,i,3%,6%,19,i,-2%
O=C(CCl)N1CCN(S(=O)(=O)c2ccc3c(c2)OCCCO3)CC1,4%,-1%,-15%,i,0%,-22%,-18,-92%[inhibitor],-3%
CC(C)C1CC(c2csc(N)n2)CCO1 (configuration not stated),-24%,12%,-12%,i,-6%,10%,-1,i,2%
CC(C)CCn1c(COc2ccccc2)nn(CCC#N)c1=S,?,6%,18%,i,19%,?,-1,i,9%
O=C(Nc1ccc(S(=O)(=O)N2CCOCC2)cc1)c1ccc2c(c1)S(=O)(=O)c1ccccc1C2=O,-8%[9.22 µM],6%,-8%,i,-6%,9%,-7,-12%,-3%
COC(=O)[C@@H]1C[C@@]2(O)[C@@H](O)[C@@H](O)[C@@H](O)C[C@H]2N1Cc1ccc(-c2ccccc2)cc1,7%,-1%,-29%,i,-4%,-1%,-1,-7%,-4%
CCOc1ccc(N(C)S(=O)(=O)c2ccc(C)c(C(=O)OCC(=O)c3c[nH]c4ccccc34)c2)cc1,4%,8%,20%,i,-14%,1%,-22,-3%,-2%
COc1cccc(C2=NOC(C(=O)NCc3ccccc3)C2)c1 (configuration not stated),?,-2%,.,i,28%,?,-11,i,14%
# (list continues)
SMILES,TDP-43 yeast inh,GLP-1R agonist,FUS yeast rescue,Akt phos inh,Abeta yeast res,GLP1R inv ag,D3 antag,PTHR1 ag,aSyn yeast inh
Cn1ccc2cc(S(=O)(=O)N3CCCN(C(=O)Nc4ccccc4Br)CC3)ccc21,?,7%,51%,.,-11%,-6%,.,-12%,1%
CCc1ccc(OCC(=O)NNCC(=O)Nc2ccc(OC)cc2)cc1,16%,-5%,0%,i,5%,-11%,0,-19%,-3%
O=C(CCc1ccccc1O)NC1CCCc2ccccc21 (configuration not stated),-3%,6%,-12%,i,?,-24%,-13,-6%,4%
Cc1ccc(NC2CCCN(C(=O)CCc3ccncc3)C2)cc1C (configuration not stated),-5%,2%,7%,i,17%,-8%,14,i,0%
CC(C)(C)N(Cc1ccccc1)C(=O)COC(=O)CNS(=O)(=O)c1ccc2ccccc2c1,11%,-3%,?,i,10%,9%,-8,-27%,8%[1.84 µM]
CC(C)Oc1ccc(C(=O)N2CCC(c3nc4ccccc4o3)CC2)cc1,27%,.,30%,.,-8%,-12%,.,-10%,.
O=C(Nc1ncc([N+](=O)[O-])s1)c1ccccc1Br,12%,-2%,?,i,-57%[inhibitor],-25%,-2,-17%,-20%
CNC(=O)C[C@H]1C(=O)N(c2ccccc2)C[C@@H]1C,0%,6%,-20%,i,7%,14%,13,-10%,4%
O=S1(=O)CC(O)C(Nc2ccc(Cl)cc2)C1 (configuration not stated),0%,-14%,-12%,i,1%,1%,6,i,2%
O=C(CSc1nncs1)NC1CCCc2ccccc21 (configuration not stated),8%,0%,-3%,i,-11%,6%,16,-1%,6%
CN(C(=O)c1cccc(NC(=O)Cc2ccc(NC(=O)C3CCCN(C(=O)c4ccccc4)C3)cc2)c1)C1CCCCC1 (configuration not stated),?,-3%,46%,i,6%,2%,4,-18%,2%
COC(=O)C1=CN(Cc2ccc(OC)c(OC)c2)C=C(C(=O)OC)C1c1cccc(F)c1,0%,?,43%,i,-9%,-10%,22,i,-1%
O=C(O)CC1CCCC(c2ccccc2)C1=O (configuration not stated),24%,-8%,10%,i,22%,-7%,-1,-6%[57.5 µM],3%
O=C(Cn1nnc(-c2ccc(N3CCOCC3)cc2)n1)N1CCOCC1,22%,0%,-20%,i,1%,8%,3,i,-10%
c1ccc(-c2sc3ccccc3c2-c2ccc(OCCN3CCCC3)cc2)cc1,-25%,8%,9%,i,-56%[inhibitor],-16%,?,26%,-46%[inhibitor]
COC(=O)c1ccccc1NC(=O)C1CCN(S(=O)(=O)c2cc(C)ccc2OC)CC1,-16%,6%,23%,i,-14%,13%,-29,-16%[57.5 µM],2%
CC(=O)c1c(C)[nH]c(C(=O)NCC2CCCCC2)c1C,16%,15%,9%,i,-17%,?,7,-10%,-3%
Cc1ccc(-c2n[nH]c(=S)n2/N=C/c2sccc2C)cc1,-6%,8%,6%,i,1%,11%,-13,i,0%
CCCCNC(=O)C1(c2ccc(OC)cc2)CCOCC1,17%,-15%,15%,i,7%,1%,-3,-3%[57.5 µM],0%
CN(C)C=NC1=NN(c2cccc(C(F)(F)F)c2)CC1,4%,16%,-21%,i,-10%,-39%,?,i,-1%
O=C(CCCn1cnc([N+](=O)[O-])n1)Nc1cccc(O)c1,-15%,6%,19%,i,-1%,10%,-27,i,-6%
COc1ccc([C@H]2CC(=O)C=C(c3ccc(-c4ccccc4)cc3)C2)cc1OC,14%,4%,-4%,i,0%,5%,0,-32%[inhibitor],1%
O=C(NCc1cccc(Cl)c1)c1cccnc1,-14%,0%,5%,i,11%,-4%,-15,-25%,3%
CCCCCOC(=O)C(C)Sc1n[nH]c(=O)[nH]c1=O (configuration not stated),0%,-3%,-7%,i,-12%,13%,4,i,-1%
CC(C)(C)c1ccc(/C=C(\c2nc3ccccc3[nH]2)S(=O)(=O)c2ccccc2)cc1,-15%,-3%,?,i,-2%,?,-66*,-93%[inhibitor],-2%

# In the list so far, these contain an aryl thioether with sulfur outside any ring:
SMILES,TDP-43 yeast inh,GLP-1R agonist,FUS yeast rescue,Akt phos inh,Abeta yeast res,GLP1R inv ag,D3 antag,PTHR1 ag,aSyn yeast inh
COc1ccc(-n2c(SCC(N)=O)nc3nc4c(cc3c2=O)COC(C)(C)C4)cc1,15%,-1%,.,i,7%,0%,-23,i,6%
O=C(CSc1nncs1)NC1CCCc2ccccc21 (configuration not stated),8%,0%,-3%,i,-11%,6%,16,-1%,6%
CCCCCOC(=O)C(C)Sc1n[nH]c(=O)[nH]c1=O (configuration not stated),0%,-3%,-7%,i,-12%,13%,4,i,-1%

# (cont.)
SMILES,TDP-43 yeast inh,GLP-1R agonist,FUS yeast rescue,Akt phos inh,Abeta yeast res,GLP1R inv ag,D3 antag,PTHR1 ag,aSyn yeast inh
CC[C@@]12C(=O)N(c3cccc(F)c3)C(=O)N1[C@H](c1ccc(F)cc1)[C@@H]1C(=O)N(C3CCCCC3)C(=O)[C@@H]12,7%,-3%,42%,i,10%,?,-15,-2%,?
CCCCC(=O)OC1=C(C(=O)c2ccccc2)N(C)S(=O)(=O)c2ccccc21,?,.,33%,.,-17%,?,.,i,.
O=C(N/N=C/c1cc([N+](=O)[O-])c(N2CCOCC2)cc1N1CCOCC1)c1cccnc1,-11%,28%,12%,i,-7%,30%,-1,i,-1%
O=C(Nc1ccc(F)c(S(=O)(=O)N2CCOCC2)c1)C1CCCCC1,16%,-4%,.,i,1%,?,-10,-33%[inhibitor],4%
Cc1ccc(C)c(NC(=S)N2CCN(c3ccccn3)CC2)c1,-4%,10%,-9%,i,-20%,-9%,12,i,4%
COc1ccc(N2CCN(C(=O)c3cn(Cc4ccccc4)nc3-c3cccnc3)CC2)cc1,5%,0%,18%,i,9%,-10%,-17,-38%[inhibitor],-12%
Nc1nc(-c2cccs2)c(CC(=O)O)s1,5%,4%,11%,i,1%,3%,1,i,0%
